Compound activity deposited in PubChem BioAssay by National Center for Advancing Translational Sciences (NCATS).
Rab9 prom act: Rab9 promoter activation | actives 2.8% (n = 320,000) | AID 485297 | Potency, µM (titrated, usually from 9.22 µM), for inactives: at the highest dose activation, negative = inhibition, most hits filed as activators | Huh7 Rab9 promoter-luciferase reporter, luminescence, 24 h; further: potency means the concentration at half of the fitted maximal effect; % of control where 0% means no effect; nearly all actives have a fitted effect of over 60% in size
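Stable Rab9-luc Huh7, 1500 cells/well, 2 h settle; cmpd in DMSO, 24 h, 37 °C/5% CO2; luciferase reagent 10 min RT; luminescence.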
PKM2 act: increases activity of human pyruvate kinase M2; actives 0.34% (n = 260,000); purified PKM2, Kinase-Glo ATP luminescence, activation; response scale: 0% is enzyme alone, no compound; AID 1631; P14618; Potency, µM (doses to about 57.5 µM), without a hit: at the highest dose activation, hits mostly activators; further: potency means the concentration at half of the fitted maximal effect; on the % scale 0 is the no-effect control and ±100 the full control effect; nearly all actives have a fitted effect of over 55% in size
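Kinase-Glo luminescence reports ATP generated from ADP (0.1 mM) and PEP (0.5 mM) by purified hPK-M2 after 1 h at room temperature, pH 7.2 imidazole buffer; intermediate enzyme activity allows detecting inhibitors and activators.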
NPC1 prom act: NPC1 promoter activation; Huh7 NPC1 promoter luciferase reporter, 24 h; Potency, µM (series often up to 9.22 µM), for inactives: top-dose activation, most hits filed as activators; actives 2.4% (n = 320,000);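 further: potency means the concentration at half of the fitted maximal effect; % of control where 0% means no effect; nearly all actives have a fitted effect of over 60% in size; reporter is driven by a mutant NPC1 promoter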
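Huh7 cells stably carrying NPC1 promoter–luciferase, plated in Opti-MEM with 10% FBS for 2 h, were exposed to compound in DMSO for 24 h at 37 °C; luciferase reagent was added for 10 min and luminescence read.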
p53 reactivation: restores transcriptional activity of mutant p53 | H1299 p53-A138V BP100-luciferase reporter, luminescence, 24 h | Potency, µM (highest dose often 92.2 µM), without a hit: top-dose activity change, positive = activation, usual class: activators | actives 0.063% (n = 320,000) | AID 504706; further: potency means the concentration at half of the fitted maximal effect; % of control where 0% means no effect; nearly all actives have a fitted effect of over 45% in size
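H1299 (p53-null), stable ts p53-A138V + BP100-Luc; 1000 cells/well, Opti-MEM/10% FBS; cpd 4 pt, 1:5; 24 h, 37 deg C, 5% CO2; detection reagent 10 min RT; luminescence.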
ELG1 genotox: genotoxicity induction in ELG1-luciferase HEK293T cells; actives 1.3% (n = 330,000); Potency, µM (doses to about 46 µM), inactives show at the top dose activity change, positive = activation, actives largely listed as activators; HEK293T ELG1-luciferase reporter, luminescence, 16 h; further: potency means the concentration at half of the fitted maximal effect; % of control where 0% means no effect; nearly all actives have a fitted effect of over 60% in size
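Cells (2,000/well) expressing the ELG1-luciferase fusion are dosed by pin tool and kept 16 hr at 37 °C, 5% CO2. Signal comes from ONE-Glo luciferase reagent after 30 min at room temperature.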
BRCA1 expr up: BRCA1 expression activation; MCF7-BRCA1-FFLuc reporter, luminescence, 48 h; response scale: scaled: vehicle 0%, 10 µM genistein 100%; Potency, µM (top dose mostly 46.1 µM), inactives show top-dose activation, hits mostly activators; actives 1.1% (n = 380,000); further: potency means the concentration at half of the fitted maximal effect; nearly all actives have a fitted effect of over 80% in size; some results filed as inactive show a strong effect at the top dose
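MCF7-BRCA1-FFLuc, 2000 cells/well; 2 h attach, 37 °C/5% CO2; compound 48 h; luciferase substrate 15 min; luminescence end-point. Norm. to genistein 10 microM max activation and DMSO; concentration-response curves fitted.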
RORgamma inh: ROR gamma (mouse) transcription inhibition. P51450. Drosophila S2 Gal4-RORgamma UAS-luciferase reporter, 20 h. Potency, µM (series often up to 53.6 µM), for the others: at the top dose activity change, negative = inhibition, hits mostly inhibitors. actives 5.4% (n = 310,000); further: potency means the concentration at half of the fitted maximal effect; on the % scale 0 is the no-effect control and ±100 the full control effect; nearly all actives have a fitted effect of over 60% in size
Target sequence (P51450 whole entry, looked up, the tested form may be a part): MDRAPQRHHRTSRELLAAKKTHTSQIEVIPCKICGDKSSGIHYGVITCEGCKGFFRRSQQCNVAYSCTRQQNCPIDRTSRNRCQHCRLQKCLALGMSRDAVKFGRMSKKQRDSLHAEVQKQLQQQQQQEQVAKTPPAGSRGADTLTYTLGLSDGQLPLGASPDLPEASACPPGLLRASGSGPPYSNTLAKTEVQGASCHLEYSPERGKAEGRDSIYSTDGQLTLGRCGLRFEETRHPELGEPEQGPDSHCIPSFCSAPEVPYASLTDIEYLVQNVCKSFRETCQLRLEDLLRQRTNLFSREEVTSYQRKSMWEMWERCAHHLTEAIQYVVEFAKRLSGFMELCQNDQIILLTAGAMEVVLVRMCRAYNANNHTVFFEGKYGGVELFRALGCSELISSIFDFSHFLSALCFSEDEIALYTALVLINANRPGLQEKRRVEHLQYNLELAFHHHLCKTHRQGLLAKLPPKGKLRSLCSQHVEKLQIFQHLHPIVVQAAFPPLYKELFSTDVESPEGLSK
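Drosophila S2 cells stably expressing Gal4-DBD/mouse RORγ fusion under metallothionein promoter plus UAS-luciferase; compound 1 h, then 700 uM CuSO4 induction for 20 h at ambient temperature; inhibition read as reduced luminescence.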
Gal4-VP16 FLuc: inhibits Gal4-VP16 luciferase reporter, ROR gamma counter-screen; Drosophila S2 Gal4-VP16 UAS-luciferase, luminescence, 20 h; Potency, µM (doses to about 53.6 µM), for the others: at the top dose activity, negative = inhibition, hits mostly inhibitors; actives 3.5% (n = 310,000);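 further: Gal4-VP16 expression switched on by copper sulfate through the metallothionein promoter; potency means the concentration at half of the fitted maximal effect; on the % scale 0 is the no-effect control and ±100 the full control effect; nearly all actives have a fitted effect of over 50% in size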
Menin MLL FP TR: inhibitors of human menin-MLL interaction, mutant MLL peptide; Potency, µM (series often up to 61.6 µM), for inactives: top-dose FP activity change, negative = inhibition, hits mostly inhibitors; Menin + Texas Red MLL mutant peptide, fluorescence polarization; O00255; actives 0.23% (n = 270,000); active means well fitted inhibition curve with a large enough effect in the polarisation, with a control signal flat, not every such curve was filed as active; inconclusive means small, poorly fitted or top-dose-only effect, or effect the other way, or a change in a side signal; inactive means no such curve, though single readings can be large or run the other way; the % refers to the polarisation; further: potency means the concentration at half of the fitted maximal effect; % of control where 0% means no effect; many of its hits are not listed in these tables
Giardia killer: Giardia lamblia killing; activity change, % at 7.66 µM, hits read low; actives 0.15% (n = 340,000); AID 540267; Giardia lamblia trophozoite viability; in the data active means activity change below about -80%; inconclusive means between about -30% and that limit;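 further: parasites exposed to compound for two days anaerobically before the ATP read; on the % scale 0 is the no-effect control and ±100 the full control effect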
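Trophozoite viability was measured as ATP-dependent luminescence, read 15-30 min after reagent addition. Before that, parasites at 100 cells/well were exposed to compounds for 48 h, anaerobically, at 37 deg C.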
FLuc counter: inhibits or activates purified firefly luciferase, miR-21 counter-screen; purified FLuc, Km substrates, luminescence inhibition; actives 6.9% (n = 360,000); Potency, µM (doses to about 57.5 µM), for inactives: top-dose activity change, negative = inhibition, actives largely listed as inhibitors; P08659;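 further: potency means the concentration at half of the fitted maximal effect; plate controls were vehicle for no effect and reference inhibitor for full effect; nearly all actives have a fitted effect of over 55% in size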
Target sequence (P08659 whole entry, looked up): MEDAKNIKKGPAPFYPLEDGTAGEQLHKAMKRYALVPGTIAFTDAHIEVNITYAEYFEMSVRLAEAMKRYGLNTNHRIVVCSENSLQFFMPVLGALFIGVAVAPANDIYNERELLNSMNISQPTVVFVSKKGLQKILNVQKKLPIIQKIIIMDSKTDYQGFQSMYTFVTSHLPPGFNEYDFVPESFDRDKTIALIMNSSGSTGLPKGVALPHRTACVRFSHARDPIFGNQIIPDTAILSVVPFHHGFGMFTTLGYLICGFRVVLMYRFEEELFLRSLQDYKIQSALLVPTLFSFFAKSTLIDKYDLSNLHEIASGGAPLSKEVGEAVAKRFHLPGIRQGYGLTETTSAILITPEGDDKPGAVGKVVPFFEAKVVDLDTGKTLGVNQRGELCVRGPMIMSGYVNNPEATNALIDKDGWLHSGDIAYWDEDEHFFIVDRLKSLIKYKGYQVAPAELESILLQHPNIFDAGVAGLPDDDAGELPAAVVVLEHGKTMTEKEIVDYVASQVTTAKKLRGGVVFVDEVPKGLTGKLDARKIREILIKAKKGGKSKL
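Biochemical qHTS of compounds, final roughly 60 µM downward over six points, against 10 nM purified firefly luciferase using Km concentrations of substrates (10 uM D-luciferin, 10 uM ATP) in Tris acetate pH 7.5 buffer; luminescence output.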
An asterisk follows results filed as active; ? = inconclusive; nt = not tested or not shown; [ ] = remark or other dose. Unless noted, the call rests on the fitted dose curve; in most records, active means well fitted curve in the direction sought with a large enough effect; inconclusive means small, poorly fitted or top-dose-only effect, or another doubt; inactive means no such curve, though single readings can be large; an effect the other way counts as inactive or inconclusive.

1	CCc1ccc(-n2nc3cc(C)c(N)cc3n2)cc1
2	O=C(O)CSCC(=O)NCc1ccc(Cl)cc1Cl
3	Cc1ccnc(SCC(=O)c2cccc([N+](=O)[O-])c2)n1
4	COC(=O)c1cn(NC(=O)Cn2nc([N+](=O)[O-])c(Cl)c2C)c(=O)c2ccccc12
5	C=CCN1C(=O)C(Cc2ccc(F)cc2)S/C1=N/N=C/c1cccs1 (centres undefined)
6	O=C(NCCc1nnc2ccc(NCc3ccccc3Cl)nn12)c1ccccc1
7	O=C(CN(CC1CCCO1)C(=O)CCC(=O)Nc1nccs1)NCc1ccc2c(c1)OCO2 (centres undefined)
8	Cc1ccc(Nc2c(-c3ccccc3O)nc3ncccn23)cc1
9	COc1ccc(/C=N/N2C(=N)SCC2=O)cc1
10	Cn1ccnc1C(=O)c1cc(SCC(=O)NCc2ccccc2)nc2ccccc12
Compound	1	2	3	4	5	6	7	8	9	10
BRCA1 expr up	-11%	-11%	3%	-2%	-25%	32%	-7%	4%	56%	-31%
p53 reactivation	nt	12%	0%	1%	14%	1%	-5%	1%	20%	10%
Rab9 prom act	0.13µM*	-2%	-3%	1%	-2%	3%	-2%	2%	19%	-1%
Menin MLL FP TR	?	9%	20%	17%	-10%	21%	0%	nt	nt	-19%
Giardia killer	-11	6	11	-10	4	12	-1	2	5	-22
NPC1 prom act	0.32µM*	-2%	1%	0%	2%	1%	2%	-7%	?	-15%
PKM2 act	2%[11.5 µM]	0%	4%	0%	0%	-4%	-7%	0%	1%	5%
RORgamma inh	-19%	-1%	-7%	30%	0%	-32%	-1%	-11%	?	15%
FLuc counter	0.19µM*	0%	-2%	?	0%	-3%	4%[2.3 µM]	-22%	3.4µM*	-12%
ELG1 genotox	0.41µM*	3%	4%	-2%	-1%	16%	-3%	5%	?	-1%
Gal4-VP16 FLuc	?	0%	-6%	-15%	10%	-18%	-2%	-15%	2%	-12%

11	COc1cc(N)c(Cl)cc1C(=O)OCC(=O)c1ccc2c(c1)NC(=O)CO2
12	CC(C)c1ccc(NC2CCCN(C(=O)CCN3Cc4ccccc4C3=O)C2)cc1 (centres undefined)
13	C=CCc1ccccc1Oc1cc(OC)nc(N)n1
14	Cc1ccc(C(=O)C2=C(O)C(=O)N(Cc3cccnc3)C2c2cccc([N+](=O)[O-])c2)o1 (centres undefined)
15	CN1Cc2sc(N)c(C#N)c2CC1(C)C
16	CS(=O)(=O)c1ccc(Cl)c(C(=O)OCC(=O)NC2CCCCCCC2)c1
17	CCCCNC(=O)CS(=O)Cc1nc(-c2cccs2)oc1C (centres undefined)
18	CCC(C)N1C(=O)CN(C2CCCCCC2)C(=O)C1c1ccccc1F (centres undefined)
19	Cc1nnc(SCC(=O)NC2CCCCC2)[nH]c1=O
20	Cc1ccc(OCC(=O)N2CCN(C(=O)c3ccc([N+](=O)[O-])cc3)CC2)cc1
Compound	11	12	13	14	15	16	17	18	19	20
BRCA1 expr up	-14%	-1%	-10%	2%	-1%	5%	-2%	-4%	-17%	-3%
p53 reactivation	-10%	-6%	5%	1%	0%	-6%	-3%	-2%	1%	1%
Rab9 prom act	-2%	0%	-7%	5%	-7%	1%	1%	1%	-1%	0%
Menin MLL FP TR	nt	nt	nt	3%	-13%	nt	1%	-2%	3%	-21%
Giardia killer	-17	5	7	6	-2	20	12	-5	-6	4
NPC1 prom act	-2%	0%	-1%	-1%	-4%	-3%	0%	2%	1%	-9%
PKM2 act	nt	nt	nt	0%	-4%	nt	-6%	nt	nt	?
RORgamma inh	nt	0%	nt	-8%	-22%	nt	-36%	5%	5%	?
FLuc counter	0%	0%	4%	1%	-8%	-5%	4%	-1%	0%	-7%
ELG1 genotox	4%	-7%	3%	5%	2%	1%	-5%	1%	-2%	0%
Gal4-VP16 FLuc	nt	-2%	nt	-2%	4%	nt	-4%	-2%	7%	?

Printed as active in Rab9 prom act, of those listed so far:
cpd	canonical_smiles	BRCA1 expr up	p53 reactivation	Rab9 prom act	Menin MLL FP TR	NPC1 prom act	PKM2 act	RORgamma inh
1	CCc1ccc(-n2nc3cc(C)c(N)cc3n2)cc1	-11%	nt	0.13µM*	?	0.32µM*	2%[11.5 µM]	-19%

(continued)
21	O=C(COc1ccc(Br)cc1CNC1CCCCC1)NCCc1ccccc1
22	CCOc1ccc(NC(=S)N(CCc2c(C)[nH]c3ccccc23)Cc2cccnc2)cc1
23	Cc1ccc(CNC(=O)CN(C)S(=O)(=O)c2ccc3c(c2)n(C)c(=O)c(=O)n3C)cc1
24	NS(=O)(=O)c1ccc(CCNC(=O)c2ccc(=O)[nH]c2)cc1
25	Cc1cc2ccccc2n1CCNC(=O)COc1ccc2ccccc2c1
26	CCCCN(C(C)=O)c1c(N)n(CCC)c(=O)n(CC(=O)Nc2cc(Cl)cc(Cl)c2)c1=O
27	CCOC(=O)[C@@H]1[C@H]2COc3cc(OC)ccc3[C@@H]2N2C(=O)N(c3ccc(F)cc3)C(=O)[C@]12C
28	COc1ccc(OCC(=O)NNC(=O)c2cccnc2)cc1
29	Cc1cc(=O)n(C)c2ccc(S(=O)(=O)N3CCOCC3)cc12
30	CCOc1ccc(NC(=O)Nc2ccc(Br)cn2)cc1
Compound	21	22	23	24	25	26	27	28	29	30
BRCA1 expr up	-63%	-5%	5%	-8%	-1%	-4%	6%	3%	-15%	?
p53 reactivation	-7%	-3%	3%	-2%	1%	0%	nt	6%	16%	11%
Rab9 prom act	-11%	-4%	0%	-1%	-5%	0%	0%	4%	4%	?
Menin MLL FP TR	?	?	nt	-14%	9%	4%	5%	13%	-10%	14%
Giardia killer	8	-12	1	6	-12	-21	19	1	-19	-10
NPC1 prom act	1%	-3%	2%	-1%	-1%	-4%	-2%	0%	-4%	26%
PKM2 act	?	-3%	nt	0%	1%	-3%	-4%	-12%	-3%	1%
RORgamma inh	-4%	?	3%	-10%	15%	15%	1%	-1%	-10%	0%
FLuc counter	0%	2%	0%	1%	-1%	-5%	1%	-10%	-1%	?
ELG1 genotox	-12%	-1%	-4%	1%	17%	4%	0%	1%	8%	17%
Gal4-VP16 FLuc	-10%	-5%	5%	-2%	4%	-6%	7%	-22%	-2%	2%

Just ELG1 genotox, Rab9 prom act and BRCA1 expr up (four entries from above):
No. | Structure | ELG1 genotox | Rab9 prom act | BRCA1 expr up
24 | NS(=O)(=O)c1ccc(CCNC(=O)c2ccc(=O)[nH]c2)cc1 | 1% | -1% | -8%
25 | Cc1cc2ccccc2n1CCNC(=O)COc1ccc2ccccc2c1 | 17% | -5% | -1%
26 | CCCCN(C(C)=O)c1c(N)n(CCC)c(=O)n(CC(=O)Nc2cc(Cl)cc(Cl)c2)c1=O | 4% | 0% | -4%
27 | CCOC(=O)[C@@H]1[C@H]2COc3cc(OC)ccc3[C@@H]2N2C(=O)N(c3ccc(F)cc3)C(=O)[C@]12C | 0% | 0% | 6%

Further entries:
31	COC(=O)c1c(NC(=O)CSc2nccn2C)sc(C)c1C
32	Cc1onc(-c2ccccc2Cl)c1C(=O)N1CCN(C)CC1
33	COc1ccc(OC)c(CNc2ccc([N+](=O)[O-])cc2C)c1
34	COc1ccc(S(=O)(=O)N(CC(=O)NCc2cccnc2)c2ccc(F)cc2)cc1OC
35	O=C(c1cc(F)ccc1F)C1CCCN(C(=O)CCc2cnccn2)C1 (centres undefined)
36	Cc1csc(NC(=O)Nc2cccc(Cl)c2)n1
37	CCC(C)Sc1nc2ccccc2c(=O)[nH]1 (centres undefined)
Compound	31	32	33	34	35	36	37
BRCA1 expr up	-9%	-9%	-49%	nt	-13%	?	-12%
p53 reactivation	-6%	5%	2%	-6%	2%	28µM*	18%
Rab9 prom act	9%	-1%	0%	-1%	-9%	?	-1%
Menin MLL FP TR	nt	10%	23%	2%	11%	71%[activator]	-11%
Giardia killer	2	-11	4	nt	-1	3	0
NPC1 prom act	16%	2%	-6%	-2%	-4%	?	0%
PKM2 act	nt	-4%	-4%	4%	-2%	3%	2%
RORgamma inh	nt	-32%	17%	8%	14%	26%	5%
FLuc counter	-1%	0%	-8%	-2%	0%	5.4µM*	-9%
ELG1 genotox	0%	1%	-5%	-7%	-2%	?	10%
Gal4-VP16 FLuc	nt	0%	5%	1%	2%	?	-14%

This is a subset. The share of hits here may be higher or lower than overall.
